BRCA1 expr act: BRCA1 expression activation | AID 624202 | Potency, µM (titrated, usually from 46.1 µM), inactives show at the highest dose activation, usual class: activators | MCF7-BRCA1-FFLuc reporter, luminescence, 48 h; response scale: scaled: vehicle 0%, 10 µM genistein 100% | 380,000 compounds, 1.1% hits; active = well fitted activation curve with a large enough effect; inconclusive = small, poorly fitted or top-dose-only effect; inactive = no such curve, though single readings can be large or run the other way; also: nearly all actives have a fitted effect of over 80% in size; some results filed as inactive show a strong effect at the top dose
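48 h compound treatment of MCF7-BRCA1-FFLuc cells (phenol-red free MEM, 37 °C), then 15 min with luciferase substrate and luminescence imaging.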
Active calls of the source: *. Potency is read from the fitted curve at half-maximal effect. A portion of the library; rates above refer to the full screens.

For Nc1cc(C(=O)N2CCN(c3cccc(Cl)c3)CC2)ccc1N1CC2CC(C1)c1cccc(=O)n1C2 (configuration not stated) the results were BRCA1 expr act -12%.
Screening CC(=O)NC(c1ccccc1)c1nc(/C=C/c2ccccc2)cs1 (configuration not stated) returned BRCA1 expr act 11%.
`CCc1nc2ccc(C(=O)NCCN(C)C)cn2c1N(CC)CCOC` gave BRCA1 expr act -9%.
For Cc1ccc(S(=O)(=O)N2C[C@H]3C(=O)C[C@@H](c4ccccc4F)N(S(=O)(=O)c4ccc(C)cc4)[C@H]3C[C@H]2c2ccccc2)cc1 the results were BRCA1 expr act -5%.
For CCCCC(c1nc2ccccc2[nH]1)N(C(=O)c1ccccc1)c1ccccc1[N+](=O)[O-] (configuration not stated) the results were BRCA1 expr act -6%.
Screening CN1CCN(C(=O)c2cc3c(c(-c4cccc(-c5cc6ccccc6o5)c4)n2)[C@H](CCO)N(S(=O)C(C)(C)C)C3)CC1 (some centres not stated) returned BRCA1 expr act -2%.
Screening Cn1nc(C(C)(C)C)cc1C(=O)N1CCCCC1c1cc(C(=O)Nc2ccccc2Cl)no1 (configuration not stated) returned BRCA1 expr act -44%.
`C[C@H](O)C#Cc1cnc2c(c1)C(=O)N([C@H](C)CO)C[C@@H](C)[C@@H](CN(C)Cc1ccc(-c3ccccc3)cc1)O2` gave BRCA1 expr act -64%.
Screening O=C1NC[C@H](Cc2ccc(O)cc2)N(C[C@H]2CCCN2C[C@H](Cc2ccc(O)cc2)N2C[C@H](Cc3ccc(O)cc3)N(CCc3ccccc3)C(=O)C2=O)C1=O returned BRCA1 expr act 15%.
CC(C)(C)S(=O)(=O)/C(C#N)=C/c1cccn1S(=O)(=O)c1ccccc1 was read as BRCA1 expr act 8%.
Screening C[C@@H]1CN([C@@H](C)CO)C(=O)c2cc(Br)cnc2O[C@H]1CN(C)C(=O)C1CCCCC1 returned BRCA1 expr act 9%.
`CCc1nc2ccc(C(=O)NC3CCN(Cc4ccccc4)CC3)cn2c1N(CC)CCOC` gave BRCA1 expr act -7%.
Cc1cc(C)cc(NC(=O)C2CCCCN2S(=O)(=O)c2ccccc2)c1 (configuration not stated) was read as BRCA1 expr act -31%.
CC(C)Cn1c(SCC(=O)NC2CC2)nc2ccc(Cl)cc2c1=O was read as BRCA1 expr act -4%.
For CN(N=O)c1ccc2c(c1)Cc1ccccc1-2 the results were BRCA1 expr act inconclusive.

The final 4 entries of the section before come first, to join the parts.
`CCc1nc2ccc(C(=O)NC3CCN(Cc4ccccc4)CC3)cn2c1N(CC)CCOC` gave BRCA1 expr act -7%.
Cc1cc(C)cc(NC(=O)C2CCCCN2S(=O)(=O)c2ccccc2)c1 (configuration not stated) was read as BRCA1 expr act -31%.
CC(C)Cn1c(SCC(=O)NC2CC2)nc2ccc(Cl)cc2c1=O was read as BRCA1 expr act -4%.
For CN(N=O)c1ccc2c(c1)Cc1ccccc1-2 the results were BRCA1 expr act inconclusive.
`CCOc1cc(OCC)cc(C(=O)N2CCC[C@H]2C(=O)N2CCC[C@H]2C(=O)NCc2ccncc2)c1` gave BRCA1 expr act 0%.
Screening COc1cccc(S(=O)(=O)N(C)C[C@@H]2OCc3cnnn3CCCC(=O)N([C@H](C)CO)C[C@H]2C)c1 returned BRCA1 expr act -5%.
Screening O=C(NCc1ccccc1Cl)[C@H]1CCCN1C(=O)[C@H]1CCCN1C(=O)c1cccc2ccccc12 returned BRCA1 expr act -1%.
Screening Cc1ccc(S(=O)(=O)N2CCCCC2)cc1NC(=O)CN1CCCC1c1cccs1 (configuration not stated) returned BRCA1 expr act -12%.
Screening CC(=NNC1=NCCN1)c1cnn(C2=NCCN2)c1C returned BRCA1 expr act -2%.
Screening CC(C)c1ccc(NC(=O)C2(C)Cc3c(-c4ccc5c(c4)OCO5)ccnc3O2)cc1 (configuration not stated) returned BRCA1 expr act -45%.
For CN(C)CCN1CCN(c2cc(-c3cccc(Cl)c3)nc3ccnn23)CC1 the results were BRCA1 expr act 2%.
`COc1ccc(CC(N)c2csc(NC(=O)Nc3ccccc3-c3ccccc3)n2)cc1` (configuration not stated) gave BRCA1 expr act -63%.
`COc1ccc(C(=O)c2[nH]c(N)c(C(N)=O)c2-c2ccc(OC)c(OC)c2)cc1` gave BRCA1 expr act 0%.
Screening O=C1NC(Cc2ccc(O)cc2)c2nc3ccc(Br)cc3c(=O)n2-c2ncccc21 (configuration not stated) returned BRCA1 expr act -9%.
Screening Cc1ccccc1CN(C)C[C@H]1OCc2cnnn2CCCC(=O)N([C@@H](C)CO)C[C@@H]1C returned BRCA1 expr act 23%.
`O=C(O)c1ccccc1C(=O)OC1CC2CCC1C2` (configuration not stated) gave BRCA1 expr act 1%.
`Cc1ccc2cc(C#N)c(N3CCCN(S(=O)(=O)c4ccccc4)CC3)nc2c1C` gave BRCA1 expr act -37%.
`Cc1ccc(-c2nc3c4ccccc4ccn3c2Cc2ccccc2)cc1` gave BRCA1 expr act -35%.
`CCOC(=O)[C@]12CCC=C1N(Cc1ccc3c(c1)OCO3)C(=O)[C@H](CC(=O)N1CCSCC1)C2` gave BRCA1 expr act -3%.
COc1cc(NC(=O)c2ccc(-c3cccnc3)c3ccoc23)cc(OC)c1OC was read as BRCA1 expr act 20%.
For COc1ccc(-c2ccc(CN3C(C(C)C)C(=O)N(Cc4cn(Cc5ccco5)nn4)CCS3(=O)=O)cc2)cn1 (configuration not stated) the results were BRCA1 expr act -28%.
Screening O=S(=O)(Nc1c(Br)cc(Br)c2cccnc12)C1CC1 returned BRCA1 expr act 0%.
For CC(=O)NC(Cc1ccc(Cl)cc1)C(=O)NCC(N)C(=O)c1ccccc1 (configuration not stated) the results were BRCA1 expr act -61%.
`c1cc2c(cc1Cc1cncc(Cc3ccc4c(c3)OCO4)c1)OCO2` gave BRCA1 expr act 16%.
Screening COCCNC(=O)C1Cc2c(-c3cccc(NC(C)=O)c3)ccnc2O1 (configuration not stated) returned BRCA1 expr act -21%.
c1ccc2c(-c3cnc4cccnn34)cncc2c1 was read as BRCA1 expr act -7%.
For CC(=O)c1ccc(Nc2nc(-c3sc(C)nc3C)cs2)cc1 the results were BRCA1 expr act -66%.
Screening CC(C)c1ccc(NC(=O)N2CCc3nc(NCc4cccc(Oc5ccccc5)c4)ncc3C2)cc1 returned BRCA1 expr act -40%.
`O=C(c1cccc(Cl)c1)N1CCC(=O)N([C@H](COCc2ccccc2)Cc2ccccc2)CC1` gave BRCA1 expr act 10%.
For CC1=C(C(=O)N2CCOCC2)CC(CC(=O)NCCN2CCOCC2)C(=O)N1CCC1=CCCCC1 (configuration not stated) the results were BRCA1 expr act 9%.
COc1cc(CNc2ncnc3c2ncn3[C@H]2CN(Cc3ccco3)C[C@@H](CO)O2)cc(OC)c1OC was read as BRCA1 expr act 2%.
For Clc1ccc(Cn2ncc3c(N4CCN(c5ccccc5)CC4)ncnc32)cc1 the results were BRCA1 expr act 0%.
For CC1(C(=O)NCc2cccs2)CCN1C(=O)Cc1cccc2ccccc12 (configuration not stated) the results were BRCA1 expr act 2%.
`CCOc1ccc(NC(=O)c2ccc(F)c(S(=O)(=O)N3CCCC3)c2)cc1` gave BRCA1 expr act -29%.
COc1cccc(-c2cc3nc(NCCCN(C)C)n(C)c(=O)c3s2)c1 was read as BRCA1 expr act 0%.
`CCOC(=O)C1=C(C)N=c2sc(=Cc3cc(Cl)c(OCC(=O)O)c(OC)c3)c(=O)n2C1c1ccccc1Cl` (configuration not stated) gave BRCA1 expr act 41%.
FC(F)(F)C(F)(F)C(F)(F)c1nc2ccccc2[nH]1 was read as BRCA1 expr act 11%.
Screening COc1ccc(NC(=O)c2cc(C3CCCCN3C(=O)CCc3ccccc3)on2)c(C)c1 (configuration not stated) returned BRCA1 expr act -12%.
`CCOC(=O)Nc1ccc2c(c1)N(C(=O)CN(C)C)c1ccccc1S2` gave BRCA1 expr act -2%.
Cc1ccc(S(=O)(=O)N2C[C@H]3C(=O)C[C@@H](c4ccc(Cl)cc4)N(S(=O)(=O)c4ccc(C)cc4)[C@H]3C[C@H]2c2ccc(Cl)cc2)cc1 was read as BRCA1 expr act -8%.
COCCNC(=O)C1CCCN(C(=O)c2cc(C)n(C(C)(C)C)n2)CC1 (configuration not stated) was read as BRCA1 expr act 0%.
`CCCCOc1ccc(CC(=O)N(C)O)cc1` gave BRCA1 expr act -25%.
Screening CC1CCCCN1C(=O)c1cnn2c1NC(=C1CC1)C=C2C(F)F (configuration not stated) returned BRCA1 expr act 1%.
For Cc1c(C)c2cc(Cl)c(OCC(=O)Nc3ccccn3)cc2oc1=O the results were BRCA1 expr act -3%.
`CCOC(=O)C1CCN(C(=O)c2[nH]c(C(F)(F)F)nc2-c2ccccc2)CC1` gave BRCA1 expr act 16%.
`CN[C@@H](CO)C(=O)NC[C@H]1O[C@@H](n2cnc3c(=O)[nH]c(N)nc32)[C@H](O)[C@@H]1O` gave BRCA1 expr act 24%.
For CNc1nc(-c2ccccc2)c2sccc2n1 the results were BRCA1 expr act -32%.
`CN1CCn2cnc(C(=O)NCCCCCNC(=O)OC(C)(C)C)c2C1=O` gave BRCA1 expr act 10%.
COC(=O)[C@H]1C[C@@]2(O)CN(S(=O)(=O)c3ccc(C)cc3)C[C@@]2(OC(=O)NC2CCCC2)C[C@H]1C(=O)OC was read as BRCA1 expr act -2%.

Among those listed so far, these contain an NH in an aromatic ring:
For CCCCC(c1nc2ccccc2[nH]1)N(C(=O)c1ccccc1)c1ccccc1[N+](=O)[O-] (configuration not stated) the results were BRCA1 expr act -6%.
`COc1ccc(C(=O)c2[nH]c(N)c(C(N)=O)c2-c2ccc(OC)c(OC)c2)cc1` gave BRCA1 expr act 0%.
FC(F)(F)C(F)(F)C(F)(F)c1nc2ccccc2[nH]1 was read as BRCA1 expr act 11%.
`CCOC(=O)C1CCN(C(=O)c2[nH]c(C(F)(F)F)nc2-c2ccccc2)CC1` gave BRCA1 expr act 16%.
`CN[C@@H](CO)C(=O)NC[C@H]1O[C@@H](n2cnc3c(=O)[nH]c(N)nc32)[C@H](O)[C@@H]1O` gave BRCA1 expr act 24%.

(listing goes on)
C[C@@H]1CN([C@H](C)CO)C(=O)CCCn2cc(nn2)CO[C@H]1CN(C)C(=O)Nc1ccc(F)cc1 was read as BRCA1 expr act 4%.
COc1cc(/C=C/c2ccnc3ccccc23)ccc1N(C)C was read as BRCA1 expr act 11%.
Screening COc1cccc(C(NC(C)=O)c2nc(-c3cc4ccccc4o3)cs2)c1 (configuration not stated) returned BRCA1 expr act 0%.
Screening CCCCn1c(N)c(N(CCC(C)C)C(=O)c2c(CC)noc2C)c(=O)[nH]c1=O returned BRCA1 expr act -5%.
For COCCNC(=S)N1CCC2CC1c1c(Cl)cccc12 (configuration not stated) the results were BRCA1 expr act 5%.
Screening Cn1c(=NN=Cc2ccccc2OCCO)sc2ccccc21 returned BRCA1 expr act 1%.
`CC(C)(C)c1ccc2cc(F)cc(F)c2n1` gave BRCA1 expr act 6%.
`COc1cccc(CN2CCC2(C)C(=O)Nc2ccc3c(c2)OCO3)c1F` (configuration not stated) gave BRCA1 expr act -61%.
Cn1cc(-c2coc3c(C(=O)NCc4cccnc4)cccc23)cn1 was read as BRCA1 expr act 4%.
`CC1(C(=O)Nc2ccccc2)Cc2c(-c3ccc4c(c3)OCO4)ccnc2O1` (configuration not stated) gave BRCA1 expr act -28%.
`Cc1ccc(C)c(-n2nnc3ccccc3c2=O)c1` gave BRCA1 expr act 15%.
Screening O=C(NCCc1ccc(F)cc1)C1CCC(=O)N(CC2CCCCC2)C1 (configuration not stated) returned BRCA1 expr act -10%.
Screening COc1ccc(C(O)c2ncc(-c3cccc(C(F)(F)F)c3)[nH]2)cc1 (configuration not stated) returned BRCA1 expr act 11%.
For CC1=C(C(=O)N(C)C)CC(CC(=O)NC2CC2)C(=O)N1Cc1ccccc1 (configuration not stated) the results were BRCA1 expr act 8%.
Cc1ccc(NC(=O)COC(=O)c2ccccc2OCC(=O)Nc2ccc(Br)cc2)c(C)c1 was read as BRCA1 expr act 15%.
Cc1ccc(S(=O)(=O)NC(=O)C2(C)CCN2C(=O)COc2ccc(Cl)cc2)nc1 (configuration not stated) was read as BRCA1 expr act 57%.
CCO/C(C)=N/Oc1cnc2ccccc2c1 was read as BRCA1 expr act 3%.
Cc1cccc(C)c1-n1nnnc1C1c2ccccc2C(=O)N1CCc1ccccc1F (configuration not stated) was read as BRCA1 expr act 2%.
C[C@@H]1CN([C@H](C)CO)C(=O)CCCn2nncc2CO[C@H]1CN(C)S(=O)(=O)c1ccccc1 was read as BRCA1 expr act 9%.
Screening Nc1ncnc2nc(-c3ccccc3)[nH]c12 returned BRCA1 expr act 3%.
Screening O=C1CSC(=S)N1N=Cc1ccc(OCc2ccccc2)cc1 returned BRCA1 expr act inconclusive.
CCCCn1c(SCC#N)nc2ccccc2c1=O was read as BRCA1 expr act 0%.
For CCOC(=O)Nc1ccc2nc(-c3cscn3)[nH]c2c1 the results were BRCA1 expr act 0%.
For CC1(C(=O)NS(=O)(=O)c2ccc3c(c2)CCO3)CCN1C(=O)Cc1ccc(-c2ccccc2)cc1 (configuration not stated) the results were BRCA1 expr act 7%.
Cc1ccc([C@H]2N[C@]3(CCCN(Cc4ccc(Br)cc4)C3=O)[C@H]3C(=O)N(Cc4ccccc4)C(=O)[C@@H]23)cc1 was read as BRCA1 expr act 0%.
CCOC(=O)C1(C)CCCN(C(=O)c2cccc(C(F)(F)F)c2)C1 (configuration not stated) was read as BRCA1 expr act 13%.
